HCV inhibitor: blocks hepatitis C virus. Potency, µM (highest dose often 41.8 µM), inactives show at the highest dose activity change, negative = inhibition, most hits filed as inhibitors. Huh7.5.1 HCVcc-Cre infection, luciferase reporter, 44 h. AID 651820. 340,000 tested, 3.4% active; also: potency is read from the fitted curve at half-maximal effect
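After 44 h co-culture of compound, cells and HCVcc-Cre (~0.5 moi), substrate is added for 15 min at room temperature and luciferase measured over 15 sec. Cells were seeded at 1,000/well and pre-cultured 4 h.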
AmpC detergent: AmpC beta-lactamase inhibition with detergent present; AID 485294; Potency, µM (series often up to 114 µM), inactives show at the highest dose activity change, negative = inhibition, hits mostly inhibitors; 370,000 tested, 0.041% active; P00811; AmpC hydrolysis of nitrocefin, absorbance 480 nm, 0.01% Triton;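 also: potency is read from the fitted curve at half-maximal effect; 0% = no-compound wells and -100% = no-enzyme wells; nearly all actives have a fitted effect of over 25% in size; some results filed as inactive show a strong effect at the top dose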
Target sequence (P00811 whole entry, looked up): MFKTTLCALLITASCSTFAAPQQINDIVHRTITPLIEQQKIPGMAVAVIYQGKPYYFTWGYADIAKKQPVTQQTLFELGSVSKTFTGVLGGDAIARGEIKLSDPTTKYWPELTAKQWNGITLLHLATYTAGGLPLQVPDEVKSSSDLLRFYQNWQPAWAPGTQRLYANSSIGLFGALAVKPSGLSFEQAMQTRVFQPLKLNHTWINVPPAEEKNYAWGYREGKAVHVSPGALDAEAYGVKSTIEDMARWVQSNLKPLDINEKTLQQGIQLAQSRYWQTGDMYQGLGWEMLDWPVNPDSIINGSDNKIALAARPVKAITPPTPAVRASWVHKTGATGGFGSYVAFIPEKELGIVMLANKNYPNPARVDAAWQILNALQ
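AmpC (5.3 nM in the dispensed reagent) in 20 mM phosphate pH 7.0 with 0.01% (detergent screen) or 0.0001% Triton X-100 was preincubated with compounds for 15 min at room temperature. Nitrocefin was then added from an 800 uM solution, and hydrolysis was followed at 480 nm.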
Giardia FBPA inh: blocks Giardia fructose-bisphosphate aldolase activity | A8B2U2 | purified Giardia FBPA | Potency, µM (doses to about 59.6 µM), inactives show at the highest dose activity, negative = inhibition, actives largely listed as inhibitors | 290,000 tested, 0.71% active; also: potency is read from the fitted curve at half-maximal effect; nearly all actives have a fitted effect of over 55% in size
Target sequence (A8B2U2 whole entry, looked up): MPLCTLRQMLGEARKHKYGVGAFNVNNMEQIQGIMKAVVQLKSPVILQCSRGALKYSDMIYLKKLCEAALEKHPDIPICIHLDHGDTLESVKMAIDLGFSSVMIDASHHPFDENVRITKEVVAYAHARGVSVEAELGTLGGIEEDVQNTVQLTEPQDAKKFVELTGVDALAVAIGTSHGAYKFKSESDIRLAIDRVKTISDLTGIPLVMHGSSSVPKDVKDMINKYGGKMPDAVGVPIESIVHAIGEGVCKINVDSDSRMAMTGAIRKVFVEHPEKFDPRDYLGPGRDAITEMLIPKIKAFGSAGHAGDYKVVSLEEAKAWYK
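Giardia FBPA (40 nM reagent) was preincubated 10 min at RT with compound (up to 57.5 uM final), then substrate plus GAPDH/TPI/NAD/arsenate coupling system with diaphorase/resazurin was added; resorufin fluorescence (525/598 nm) was read after 20 min.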
HCMV antiviral: inhibitors of human cytomegalovirus | HFF cells, HCMV-luciferase reporter, 72 h; stronger effect = lower value | activity change, negative = inhibition, % at 57.5 µM | 410,000 tested, 4.5% active; in the data active = activity change below about -60%; inconclusive = no clear call, values can overlap the other calls; inactive = above about -39%
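Inhibition of viral replication was scored as loss of reporter luminescence in HFFs infected with HCMV-luciferase (MOI 1 PFU/cell) for 72 h; compounds tested at 2 doses, normalized to buffer and Salinomycin controls.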
AmpC no deterg: inhibitors of E. coli AmpC beta-lactamase without detergent | AmpC nitrocefin hydrolysis, absorbance 480 nm, 0.0001% Triton | P00811 | 330,000 tested, 0.52% active | Potency, µM (titrated, usually from 57.1 µM), without a hit: at the highest dose activity change, negative = inhibition, hits mostly inhibitors;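 also: potency is read from the fitted curve at half-maximal effect; plate controls were no compound for no effect and no enzyme for full effect; nearly all actives have a fitted effect of over 20% in size; some results filed as inactive show a strong effect at the top dose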
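AmpC (5.3 nM in the dispensed reagent) in 20 mM phosphate pH 7.0 with 0.01% (detergent screen) or 0.0001% Triton X-100 was preincubated with compounds for 15 min at room temperature. Nitrocefin was then added from an 800 uM solution, and hydrolysis was followed at 480 nm.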
Sm TGR block: S. mansoni TGR enzyme inhibition; Q962Y6; purified TGR, DTNB reduction, TNB absorbance 405 nm; Potency, µM (top dose mostly 114 µM), inactives show at the top dose activity change, negative = inhibition, usual class: inhibitors; 360,000 tested, 3% active; AID 485364; also: potency is read from the fitted curve at half-maximal effect; nearly all actives have a fitted effect of over 60% in size
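TGR 20 nM + NADPH 100 uM (dispensed conc.), cpd preinc 15 min RT; start with NADPH (500 uM addition) then DTNB (15 mM addition). Kinetic TNB absorbance, 405 nm filter. Four-parameter Hill fit across titration.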
* marks the source's active call; other numbers are inactive results; ? = inconclusive; . = no result given; + = active, no number; & = joins results of further samples; ! = not confirmed by another sample; [ ] = dose if it differs, or a comment. Unless noted, calls follow the shape of the dose curve; as a rule, active = well fitted curve in the direction sought with a large enough effect; inconclusive = small, poorly fitted or top-dose-only effect, or another doubt; inactive = no such curve, though single readings can be large; an effect the other way counts as inactive or inconclusive. Unless noted, % is scaled to controls: 0 for no effect and ±100 for the full control effect. Outcome played no part in choosing rows, and some 9.9% of all compounds hit somewhere here.

entry	Molecule	HCMV antiviral	Sm TGR block	AmpC no deterg	AmpC detergent	HCV inhibitor	Giardia FBPA inh
1	Cc1sc2ncn(CC(=O)N(C)c3ccc(Br)cc3)c(=O)c2c1S(=O)(=O)N1CCC(C)CC1	5.0	-5.0%	.	-6.4%	.	.
2	Cc1nc(NC(N)=S)sc1C(=O)Nc1ccccc1	5.1	-3.1%	-27.9%	1.5%	11.7%	?
3	COc1ccc(C2=NOC(COC(=O)c3ccc4ccccc4n3)C2)cc1 (stereo not drawn)	104.6	-17.4%	-33.3%	3.6%	10.2%	-0.4%
4	O=C(O)CCC(=O)Nc1cc(C(F)(F)F)cc(C(F)(F)F)c1	27.0	5.7%	-8.0%	3.0%	6.3%	3.8%
5	COc1ccc(N2C(=O)/C(=C/c3ccc([N+](=O)[O-])cc3)N=C2C)cc1	5.4	-11.3%	-36.0%	-0.6%	-6.1%	-0.1%
6	Cc1cccn2c(=O)c3cc(C(=O)NC4CCCC4)c(=N)n(CCCN4CCOCC4)c3nc12	-25.0	3.9%	57.9%	0.0%	-19.5%	-2.1%
7	Cc1cc(C(F)(F)F)nn1CCCNC(=O)c1cnccn1	48.9	5.5%	-5.1%	?	-21.0%	3.6%
8	Cc1ccc(S(=O)(=O)N2CCN(C(=O)C3CCN(C(=O)c4ccc(F)cc4)CC3)CC2)c(C)c1	-29.8	-1.3%	159.7%[activator]	?	11.2µM*	.
9	Cc1ccc(-n2nc(C(=O)O)c(C)c(C#N)c2=O)cc1Cl	2.6	-3.7%	-12.8%	1.9%	11.6%	8.8%
10	COC(=O)C(C)N1C(=O)S/C(=C/c2cc(C)n(-c3ccccn3)c2C)C1=O (stereo not drawn)	23.5	8.0%	54.1%	?	?	?
11	CCC(NC(=O)NCc1ccc2c(c1)OCO2)(C(F)(F)F)C(F)(F)F	?	4.9%	-18.6%	?	9.5%	-3.1%
12	Cc1ccc(Cc2c(C)[nH]c(=S)[nH]c2=O)cc1	18.2	-7.8%	-8.5%	-3.3%	22.9%	-9.2%
13	Cc1cc(-c2ccccc2)nc2cc(C(=O)N(Cc3ccccc3)Cc3ccccc3)nn12	?	4.8%	1.6%	?	?	-4.6%
14	Cc1cc2nc(C(F)(F)F)cc(-c3cccs3)n2n1	-38.0	-0.4%	-14.4%	5.0%	1.3%	2.4%
15	Cc1ccc(Cl)cc1NC(=O)CCCN1C(=O)c2cccnc2C1=O	-19.0	3.8%	-10.6%	-3.6%	2.9%	-2.9%
16	O=C(CN1C(=O)C2C3C=CC(C4CC34)C2C1=O)Nc1cccc2ncccc12 (stereo not drawn)	-39.2	.	9.9%	-1.6%	-8.5%	-1.0%
17	CCC(CC)NC(=O)CSc1ccc(S(=O)(=O)N2CCOCC2)cn1	-20.6	-7.5%	-1.1%	-2.1%	3.9%	.
18	CCCn1c(NCc2cc(OC)ccc2OC)nc2ccccc21	47.1	1.1%	7.2%	2.9%	?	13.9%
19	COc1cc2c(cc1OC)[C@@H](NC(=O)CCC1CCCCC1)[C@H](O)C2	0.4	.	-7.5%	.	?	.
20	CCN(CC)c1ccc(S(=O)(=O)N2CCOCC2)cc1NC(=O)C1CC1	-23.2	-12.8%	0.4%	7.2%	0.1%	.
21	COc1ccc(OC)c(CC(=O)NC(c2ccccc2)c2ccccc2)c1	-31.2	-1.5%	-25.2%	-8.7%	?	5.0%
22	CSc1nncc(-c2ccccc2)n1	-39.2	0.1%	-20.1%	2.0%	17.1%	4.1%
23	CC(NC(=O)c1ccc2c(c1)S(=O)(=O)N=C1CCCCCN12)c1ccc(S(N)(=O)=O)cc1 (stereo not drawn)	2.9	0.3%	-21.9%	-8.1%	12.4%	.
24	Cc1ccc(C)c(S(=O)(=O)N2CCN(C(=O)CCNS(=O)(=O)c3ccccc3)CC2)c1	-37.0	0.1%	50.4%	?	-16.8%	-11.7%
25	Cc1c(Br)cc(C(=O)O)c(C)c1C	-4.8	2.2%	-13.4%	?	24.4%	9.2%
26	CN1CCN(c2nc3c(c(=O)[nH]c(=O)n3C)n2CCCSc2ncccn2)CC1	21.8	-0.3%	-5.1%	-10.0%	9.9%	2.8%
27	Cc1ccc(NC(=O)C(=O)NCc2ccc(/C=C(/C#N)C(=O)NCc3cccnc3)o2)cc1C	?	-2.3%	124.9%[activator]	-16.4%	?	-2.9%
28	CCN(Cc1cccc(OC)c1)CC1CCCN(CCc2cccc(OC)c2)C1 (stereo not drawn)	-19.3	3.6%	9.3%	-10.7%	?	10.6%
29	CC(=O)Nc1ccc(NC(=O)C(C)Oc2ccc(C)nc2[N+](=O)[O-])cc1 (stereo not drawn)	0.0	-4.4%	-6.4%	7.1%	22.2%	.
30	O=C1CCCN1CCC1CCN(C(=S)Nc2ccc(F)cc2)CC1	14.3	-1.6%	-1.7%	?	18.4%	-4.2%
31	CN(C)CCCN(C(=O)c1cccs1)c1nc2cc3c(cc2s1)OCO3	38.0	-16.6%	-2.6%	6.7%	5.7%	1.4%
32	CN(C)/C=C(\C=O)c1ccc(Cl)cc1Cl	-2.5	.	-5.5%	-6.9%	1.0%	-0.2%
33	Cc1occc1C(=O)NNC(=O)C1CCCCC1	-5.0	-0.1%	-9.2%	0.1%	-0.5%	-0.1%
34	Cc1cccc(C(=O)NCC(=O)N2CCCCCCC2)c1	148.3	-13.8%	-15.6%	?	6.7%	.
35	CCc1ccc(-n2nc(C)c3c(C(=O)Nc4cc(C)c(Cl)cc4OC)cc(C)nc32)cc1	14.0	7.2%	.	19.4%	.	.
36	Cc1ccc(C2OCC3(CO)COC(c4ccc(C)cc4)N23)cc1 (stereo not drawn)	-25.5	-3.6%	102.5%[activator]	-2.5%	2.8%	0.4%
37	CN(CC(=O)Nc1ccc(N2CCOCC2)cc1)C(=O)c1cc(F)c(F)cc1Cl	-15.7	-6.4%	-7.4%	-7.8%	-13.3%	.
38	CCn1c(C)c(C)c2cc(C(=O)NCCCN3CCCCC3C)ccc21 (stereo not drawn)	+!	-5.1%&-4.7%	46.5%[activator]	-5.1%&-4.8%	-24.8%	.
39	Nc1ccc(C(=O)Nc2cccc3ncccc23)cc1	8.6	1.4%	-3.3%	2.5%	2.1%	-10.7%
40	CC(=O)c1ccc(OC(=O)c2cc3ccccc3oc2=O)cc1	.	.	-18.5%	3.4%	.	3.8%

Compounds shown so far that contain an aryl methoxy group, in the order listed:
entry	Molecule	HCMV antiviral	Sm TGR block	AmpC no deterg	AmpC detergent	HCV inhibitor	Giardia FBPA inh
3	COc1ccc(C2=NOC(COC(=O)c3ccc4ccccc4n3)C2)cc1 (stereo not drawn)	104.6	-17.4%	-33.3%	3.6%	10.2%	-0.4%
5	COc1ccc(N2C(=O)/C(=C/c3ccc([N+](=O)[O-])cc3)N=C2C)cc1	5.4	-11.3%	-36.0%	-0.6%	-6.1%	-0.1%
18	CCCn1c(NCc2cc(OC)ccc2OC)nc2ccccc21	47.1	1.1%	7.2%	2.9%	?	13.9%
19	COc1cc2c(cc1OC)[C@@H](NC(=O)CCC1CCCCC1)[C@H](O)C2	0.4	.	-7.5%	.	?	.
21	COc1ccc(OC)c(CC(=O)NC(c2ccccc2)c2ccccc2)c1	-31.2	-1.5%	-25.2%	-8.7%	?	5.0%
28	CCN(Cc1cccc(OC)c1)CC1CCCN(CCc2cccc(OC)c2)C1 (stereo not drawn)	-19.3	3.6%	9.3%	-10.7%	?	10.6%
35	CCc1ccc(-n2nc(C)c3c(C(=O)Nc4cc(C)c(Cl)cc4OC)cc(C)nc32)cc1	14.0	7.2%	.	19.4%	.	.

Following part:
entry	Molecule	HCMV antiviral	Sm TGR block	AmpC no deterg	AmpC detergent	HCV inhibitor	Giardia FBPA inh
41	Cc1ccc(N(Cc2cc3ccc(C)cc3[nH]c2=O)C(=O)c2ccco2)c(C)c1	-15.3	8.91µM*	-25.1%	7.6%	?	-1.3%
42	CC(C)S(=O)(=O)CC(=O)c1ccc(Cl)cc1	10.3	1.9%	1.4%	-9.6%	21.8%	2.3%
43	Cc1ccc(-c2noc(C3CCCN(S(=O)(=O)c4ccc5ccccc5c4)C3)n2)o1 (stereo not drawn)	?	39.8µM*	-18.0%	?	-0.4%	-8.7%
44	CC(=O)c1ccc(N2CCCC2)c(F)c1	.	0.7%	-10.0%	?	-15.1%	4.6%
45	CCNC(=O)CN1C(=O)NC2(CCCc3cc(OC)ccc32)C1=O (stereo not drawn)	3.3	3.6%	-7.7%	0.0%	-9.9%	2.5%
46	CC(C)[C@H](NS(=O)(=O)c1ccccc1F)C(=O)OCC(=O)Nc1cccc(S(N)(=O)=O)c1	-21.9	.	-23.0%	.	8.7%	.
47	CCOC(=O)C1=C(COC(=O)/C=C/c2ccc(OC)c(OC)c2)NC(=O)NC1C (stereo not drawn)	0.5	-4.9%	61.8%[activator]	0.0%	?	.
48	O=S(=O)(Nc1cccc(S(=O)(=O)N2CCCCC2)c1)c1ccc(Cl)s1	-66.5*	.	-40.3%	.	11.0%	.
49	Cc1ccc(C(=O)Nc2ccccc2N2CCCC2)cc1S(=O)(=O)N1CCOCC1	11.8	-16.0%	36.2%	-5.7%	-28.6%	.
50	Cc1[nH]c2ccccc2c1/C=N\NC(=O)Cn1nnc(-c2ccccc2)n1	53.2	-11.5%	-4.1%	-1.8%	9.4%	-0.8%
51	COc1ccccc1N1CCN(S(=O)(=O)c2ccc(F)cc2)CC1	23.4	3.5%	-6.0%	3.0%	.	11.7%
52	CN1C[C@@H]2C(c3ccc(Cl)nc3)C3(c4ccc(C#N)cc4)CC2(C3)[C@H]1c1ccccc1 (stereo partly drawn)	-29.2	-19.8%	183.7%[activator]	-1.6%	?	5.3%&-5.2%
53	COc1cccc(OCCCn2ccnc2)c1	23.8	0.0%	-0.9%	3.7%	?	?
54	COc1ccccc1CN1C[C@@H]2C[C@@H](c3ccc(C)cc3)N3CCC[C@@]23C1=O	-32.0	-15.0%	49.9%	6.7%	?	-7.4%

Among those listed so far, these have a nitro group on carbon:
entry	Molecule	HCMV antiviral	Sm TGR block	AmpC no deterg	AmpC detergent	HCV inhibitor	Giardia FBPA inh
5	COc1ccc(N2C(=O)/C(=C/c3ccc([N+](=O)[O-])cc3)N=C2C)cc1	5.4	-11.3%	-36.0%	-0.6%	-6.1%	-0.1%
29	CC(=O)Nc1ccc(NC(=O)C(C)Oc2ccc(C)nc2[N+](=O)[O-])cc1 (stereo not drawn)	0.0	-4.4%	-6.4%	7.1%	22.2%	.

Compound activity as filed in PubChem BioAssay.
